TNAP inh hi DEA – TNAP (human) inhibition, high acceptor; P05186; purified TNAP, CDP-star luminescence, 1 M DEA; inhibition, % at 20 µM; actives 0.03% (n = 200,000); AID 1135;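 active = over 50% inhibition of tissue-nonspecific alkaline phosphatase at 20 µM in the single-dose screen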;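 also: plate controls were DMSO wells for no effect and EDTA-quenched wells as full inhibition for full effect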
Target sequence (P05186 whole entry, looked up): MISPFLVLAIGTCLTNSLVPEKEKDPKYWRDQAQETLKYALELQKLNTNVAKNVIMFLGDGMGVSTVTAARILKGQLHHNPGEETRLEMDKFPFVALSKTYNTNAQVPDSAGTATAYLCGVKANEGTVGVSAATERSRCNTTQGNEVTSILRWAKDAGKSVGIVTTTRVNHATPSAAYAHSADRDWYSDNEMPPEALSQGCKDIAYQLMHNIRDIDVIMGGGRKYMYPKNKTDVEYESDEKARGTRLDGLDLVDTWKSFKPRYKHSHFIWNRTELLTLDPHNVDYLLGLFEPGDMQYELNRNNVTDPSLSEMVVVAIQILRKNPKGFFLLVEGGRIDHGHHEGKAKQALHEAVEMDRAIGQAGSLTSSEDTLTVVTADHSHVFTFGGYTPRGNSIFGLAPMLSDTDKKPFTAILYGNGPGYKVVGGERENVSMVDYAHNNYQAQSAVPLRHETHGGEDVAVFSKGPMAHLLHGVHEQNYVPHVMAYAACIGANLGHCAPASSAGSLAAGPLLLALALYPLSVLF
bIAP activator – increases bovine intestinal alkaline phosphatase activity; purified bovine IAP, CDP-star luminescence, 30 min; stronger effect = higher value; fold of DMSO-control signal, blank-subtracted; activation factor at 20 µM; actives 0.17% (n = 200,000); AID 1016;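 active = activation factor of 2 or more at 20 µM, a signal rise over negative controls twice the positive control's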
PMI act satM6P – increases human PMI activity with near-saturating mannose 6-phosphate | coupled PMI enzyme assay, resazurin fluorescence, 20 min; stronger effect = higher value; 1 = untreated enzyme, 0 = substrate-free blank | actives 0.34% (n = 190,000) | AID 1216 | P34949 | activation factor at 20 µM;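 active = activation factor of 2 or more at 20 µM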
Target sequence (P34949 whole entry, looked up): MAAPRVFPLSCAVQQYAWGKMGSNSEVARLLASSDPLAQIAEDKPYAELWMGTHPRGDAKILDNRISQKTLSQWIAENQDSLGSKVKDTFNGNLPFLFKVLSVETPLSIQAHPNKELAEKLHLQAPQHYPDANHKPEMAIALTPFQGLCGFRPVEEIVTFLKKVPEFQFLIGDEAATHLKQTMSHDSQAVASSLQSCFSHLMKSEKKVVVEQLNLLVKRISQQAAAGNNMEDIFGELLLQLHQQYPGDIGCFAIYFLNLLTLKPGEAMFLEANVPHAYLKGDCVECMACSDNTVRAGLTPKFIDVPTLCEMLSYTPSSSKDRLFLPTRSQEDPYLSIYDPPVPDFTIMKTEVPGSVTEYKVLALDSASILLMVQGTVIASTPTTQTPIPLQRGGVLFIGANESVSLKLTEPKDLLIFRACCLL
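Test system: human phosphomannose isomerase with PGI, G6PDH, diaphorase coupling enzymes; Amount: PMI at 15 ng/mL final; Reagent: Mannose-6-phosphate 1.0 mM (near-saturating) plus 0.22 mM NADP+; Timing: 20 min, room temperature; Technique: resorufin fluorescence at Ex 544/Em 590 nm; Dosing: 20 µM single dose.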
PMI activator – increases human mannose-6-phosphate isomerase activity; actives 0.005% (n = 190,000); activation factor at 20 µM; P34949; purified human PMI, coupled resazurin fluorescence, 20 min; stronger effect = higher value; 1 = vehicle control, 0 substrate-free wells;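 active = activation factor of 2 or more at 20 µM, relative to plate controls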
TNAP act hiacc – TNAP (human) activation, high acceptor; 200,000 tested, under 10 active; P05186; activation factor at 20 µM; purified TNAP, CDP-star luminescence, 1 M DEA, 30 min; stronger effect = higher value; 0 = EDTA background, 1 = DMSO-only activity;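 active = activation factor at least 2 at 20 µM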
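Control set: EDTA negative control, DMSO positive control / Assay system: human TNAP / Quantity: TNAP 1/800 final / Evaluation: TNAP activation factor scaled between EDTA and DMSO control wells / Measured by: luminescent substrate turnover signal / Compound dosing: one dose, 20 µM / Times: 30 min enzyme reaction at room temperature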
L major viab – inhibitors of Leishmania major promastigote growth; Leishmania major promastigotes, resazurin fluorescence viability; inhibition, % at 10 µM; actives 9% (n = 200,000); in the data active = inhibition above about 50%;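 also: promastigotes grown with compound for 44 hours at 28 °C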
bIAP inh – blocks bovine intestinal alkaline phosphatase activity | purified bovine IAP, CDP-star luminescence, 30 min | inhibition, % at 20 µM | 190,000 tested, under 10 active | AID 1019;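 active = over 50% inhibition of intestinal alkaline phosphatase at 20 µM in the single-dose screen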
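Assay system: bovine IAP enzyme; medium: DEA buffer 100 mM, pH 9.8, with MgCl2 1.0 mM, ZnCl2 0.02 mM; doses: 20 µM single dose; incubation: enzyme reaction for 30 min at room temperature; detection: CDP-star luminescence signal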
Diaphorase inh – counter-screen for diaphorase-based assays: diaphorase inhibitors and chemical oxidizers; inhibition, % at 20 µM; actives 0.69% (n = 190,000); diaphorase resazurin-to-resorufin fluorescence, NADH, 16 min; bacterial (C. kluyveri) enzyme, not human; AID 1217;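 active = primary screen inhibition at 20 µM above a set limit, cut at about 50% in these data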;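 also: plate controls were DMSO with full reaction for no effect and wells lacking NADH for full effect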
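System: Diaphorase enzyme from Clostridium kluyveri | Amount: Enzyme working solution with 0.14 U/mL diaphorase | Benchmarks: No-NADH positive control and DMSO neutral control | Signal: Fluorescence of resorufin formed from resazurin, Ex 544/Em 590 nm | Schedule: 16-min room-temperature incubation before reading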
TNAP inh no acc – TNAP (human) inhibition, acceptor-free conditions; purified TNAP, CDP-star luminescence, 30 min; actives 0.26% (n = 200,000); inhibition, % at 20 µM;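 active = tissue-nonspecific alkaline phosphatase inhibition above about 50% at 20 µM in the single-dose screen, limit read from the data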;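 also: 0% = DMSO negative control and 100% = EDTA positive control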
Diaphorase act – diaphorase activation or chemical reduction counter-screen. Diaphorase/resazurin coupled assay, resorufin fluorescence, 16 min; stronger effect = higher value; 1 = vehicle wells, 0 = NADH-free wells. activation factor at 20 µM. actives 0.005% (n = 190,000);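 active = diaphorase activity raised at least twofold by the compound at 20 µM; inactive = activation factor below 2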
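Assay system: Purified diaphorase enzyme from Clostridium kluyveri | Amount: Enzyme 0.07 U/mL final | Dosing: Compound 20 µM once, DMSO 1% | Timing: 16 min reaction at room temperature | Detection: Fluorescence, excitation 544 nm and emission 590 nm | Evaluation: Higher resorufin formation from activation or reduction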
* = called active by the depositor; / = no result given.

Results follow in this order: TNAP inh hi DEA	bIAP activator	PMI act satM6P	PMI activator	TNAP act hiacc	L major viab	bIAP inh	Diaphorase inh	TNAP inh no acc	Diaphorase act
1	Fc1cccc(CSc2ccc(-c3ccc4c(c3)OCO4)nn2)c1
    -2	0.8	0.9	0.9	1	-6	23	12	-20	0.9
2	Clc1ccc(-c2csc(Nc3ccccc3)[n+]2Cc2ccco2)c(Cl)c1
    -1	0.8	1.3	1.2	1	36	18	14	-7	0.9
3	Cn1c(-c2c(N)n(CCCc3ccccc3)c3nc4ccccc4nc23)nc2ccccc21
    6	1	0.8	0.8	0.9	98*	-1	15	-12	0.9
4	Cc1nc(Cl)c(C(=O)NCc2ccccc2)c(C)c1Cl
    -4	1	1.1	1.1	1	-4	5	1	-8	1
5	O=C(N/N=C/c1cc([N+](=O)[O-])ccc1Cl)c1ccc2nc[nH]c2c1
    -8	0.9	1	0.9	1.1	6	5	30	-21	0.7
6	COc1ccc(C(=O)COC(=O)CNC(=O)c2cccc(OC(F)F)c2)cc1
    -1	1	1.1	1.1	1	-5	3	-5	-5	1.1
7	Cc1cccc(NC(=O)CC2SC(=O)N(c3ccccc3)C2=O)c1 (configuration not stated)
    -2	0.6	1	1	1	1	41	24	25	0.8
8	COc1ccccc1NC(=O)Nc1ccc2c(c1)nnn2C
    -4	1	1.2	1	1	35	1	-12	2	1.1
9	CC(=O)N1CCN=C1SCc1ccc(F)cc1
    -6	0.9	0.9	0.9	1.1	-10	10	24	-15	0.8
10	COCc1cc(N2CCN(c3ccccc3F)CC2)nc(-c2ccccc2)n1
    -4	1.2	1	1	1	16	-20	2	-20	1
11	NS(=O)(=O)c1ccc(CNC(=S)NCc2ccc(Cl)cc2)cc1
    0	1	1	0.9	1	-2	-1	14	-12	0.9
12	CCCCCC(=O)NNC(=O)Cc1ccc([N+](=O)[O-])cc1
    -4	1.5	1	1	1	1	-50	-5	-37	1.1
13	CCOC(=O)/C(C#N)=C\c1c(OCC)n(CC)c2ccccc12
    0	0.9	0.9	1	1	1	10	23	3	0.8
14	Cc1cc(/C=C2/NC(=O)N(c3ccccc3)C2=O)c(C)n1-c1cccnc1
    1	0.9	1	1	1	2	6	13	-3	0.9
15	CN(C)c1ccc(NC(=O)CN2CCN(S(=O)(=O)c3cc(Cl)ccc3Cl)CC2)cc1
    -4	1	0.9	0.9	1	20	2	23	-7	0.8
16	Cc1cccc(OCCN2CSC(=S)N(C)C2)c1
    0	0.3	1	1	1	100*	/	16	3	0.8
17	CC(C)CNC(=O)c1ccccc1NC(=O)Nc1ccccc1
    -2	0.9	0.9	0.9	1	-3	10	15	-1	0.9
18	CCOC(=O)N1CCN(c2c(NCC3CCCO3)c(=O)c2=O)CC1 (configuration not stated)
    -5	1.1	1.1	1	1.1	-7	-8	-7	-9	1.1
19	Cc1cccc(Nc2nnc(SCC(=O)Nc3ccccc3[N+](=O)[O-])s2)c1C
    1	0.9	0.8	0.8	1	8	11	20	-50	0.8
20	Clc1ccc(Nc2ccc(-n3ccnc3)nn2)cc1Cl
    1	1	0.9	0.9	1	51*	-4	8	0	0.9
21	O=c1cc(CN2CCN(C/C=C/c3ccccc3)CC2)c2cc(O)ccc2o1
    -4	1	1	1	1	51*	-1	-2	3	1
22	CC(C)(C)c1ccc(NC(=O)C(=O)C2C(=O)Nc3ccccc32)cc1 (configuration not stated)
    -3	1	1.3	1.3	1	4	-2	-1	-14	1
23	COc1ccc(/C=C/C(=O)c2ccc(O)cc2)cc1CN1CCOCC1
    5	1.1	1	0.9	0.9	98*	-8	8	-2	0.9
24	COc1ccc(CCNC(=O)C(=O)NCc2ccc(C(C)C)cc2)cc1OC
    -4	1	1	0.9	1	-4	1	22	-23	0.8
25	COC(=O)c1c(C)nn(-c2ccccc2)c1N
    -2	1.2	1	1	1	-3	-20	-2	-7	1
26	O=c1oc2ccccc2cc1-c1csc(NN=C2CCCCC2)n1
    -1	0.9	1.4	1.2	1	33	9	34	-4	0.7
27	CCCOc1ccc(-c2csc(N)n2)cc1[N+](=O)[O-]
    -2	0.8	1	0.9	1	3	16	12	2	0.9
28	CCOC(=O)C1CCN(C(=O)CCc2nc3ccccc3[nH]2)CC1
    1	1	0.8	0.9	1	-4	1	15	-4	0.9
29	Cc1c(C(O)CN2CCC(C(N)=O)CC2)c2ccccc2n1C (configuration not stated)
    -4	1	0.9	0.9	1	-6	-2	15	-12	0.9
30	CCc1nc(C)cn1S(=O)(=O)c1cc(Cl)c(OC)cc1Cl
    -1	1.1	0.9	0.9	1	43	-6	11	-5	0.9

Reprinted: nos. 29–30
Results follow in this order: TNAP inh hi DEA	bIAP activator	PMI act satM6P	PMI activator	TNAP act hiacc	L major viab	bIAP inh	Diaphorase inh	TNAP inh no acc	Diaphorase act
29	Cc1c(C(O)CN2CCC(C(N)=O)CC2)c2ccccc2n1C (configuration not stated)
    -4	1	0.9	0.9	1	-6	-2	15	-12	0.9
30	CCc1nc(C)cn1S(=O)(=O)c1cc(Cl)c(OC)cc1Cl
    -1	1.1	0.9	0.9	1	43	-6	11	-5	0.9

Four compounds from above, reduced to L major viab, PMI activator and Diaphorase inh:
No.	compound	L major viab	PMI activator	Diaphorase inh
11	NS(=O)(=O)c1ccc(CNC(=S)NCc2ccc(Cl)cc2)cc1	-2	0.9	14
12	CCCCCC(=O)NNC(=O)Cc1ccc([N+](=O)[O-])cc1	1	1	-5
13	CCOC(=O)/C(C#N)=C\c1c(OCC)n(CC)c2ccccc12	1	1	23
14	Cc1cc(/C=C2/NC(=O)N(c3ccccc3)C2=O)c(C)n1-c1cccnc1	2	1	13

Other structures.
Results follow in this order: TNAP inh hi DEA	bIAP activator	PMI act satM6P	PMI activator	TNAP act hiacc	L major viab	bIAP inh	Diaphorase inh	TNAP inh no acc	Diaphorase act
31	O=C(Nc1ccccc1C(=O)NCC1CCCO1)c1ccco1 (configuration not stated)
    -7	0.9	1	0.9	1.1	-4	9	7	-11	0.9
32	COc1ccc(CC(=O)c2ccc(O)cc2O)cc1OC
    2	1	0.9	0.9	1	-4	2	10	-12	0.9
33	COc1ccccc1NC(=O)c1cc2n(n1)C(C(F)(F)F)CC(c1ccc3c(c1)OCO3)N2 (configuration not stated)
    -4	0.9	0.7	0.7	1	62*	8	30	-2	0.7
34	CCOC(=O)N1CCN(Cc2nc(N)nc(Nc3ccc(Cl)cc3)n2)CC1
    -7	1	1.1	1	1.1	17	2	1	-6	1
35	Cc1nn(-c2ccc(Cl)cc2)c2sc(C(=O)N3CCN(C(=O)c4ccco4)CC3)cc12
    -10	0.9	0.9	1	1.1	/	13	23	-14	0.8
36	CC1(C)CC(=O)C(C=NCCN2CCN(C3CC(=O)N(c4cccc(Br)c4)C3=O)CC2)=C(O)C1 (configuration not stated)
    -3	1	1	1	1	-6	0	12	-11	0.9
37	Cc1nc2ccccc2n1CSc1ccccc1
    -4	0.9	0.8	0.9	1	3	7	17	-5	0.8
38	Cc1ccc(S(=O)(=O)N2CCN(S(=O)(=O)N3CCOCC3)CC2)cc1
    -2	1	0.9	0.9	1	-7	-4	8	-9	0.9
39	Cc1cc(C)cc(OCC(=O)N2CCCCCC2)c1
    -5	0.9	0.9	0.8	1	7	5	25	-14	0.7
40	O=C(O)c1cc(Br)ccc1NN=C1CCCCC1
    6	1.1	2.9*	1.8	0.9	-10	-7	2	-10	1
41	Cc1ccc(OCc2nnc(NC(=O)Cc3cccs3)s2)cc1
    6	0.8	1.1	1.1	0.9	-9	18	0	-3	1
42	COC(=O)NCc1ccc(CNC(=O)OC)cc1
    0	0.9	1	0.9	1	-7	11	7	-8	0.9
43	O=C(O)CCCC(=O)Nc1ccc(OCc2nc3ccccc3s2)cc1
    -7	1.1	0.9	0.4	1.1	-5	-11	-3	-20	1
44	CCOC(=O)C(=O)c1csc(NC(=O)COc2ccc(N(C)S(=O)(=O)c3ccc(F)cc3)cc2)n1
    -2	1.1	0.9	0.8	1	-11	-8	20	-1	0.8
45	CCCSc1nc2c(c(=O)[nH]c(=O)n2C)n1CCc1ccccc1
    -4	0.9	0.9	1	1	2	9	18	-4	0.8
46	CC(=O)Nc1ccc(S(=O)(=O)Nc2nnc(C(C)C)s2)cc1
    1	0.9	1.1	1	1	6	12	7	-5	0.9
47	CSc1nnc(CNC(=O)c2ccccc2)n1-c1cccc(C)c1
    4	0.9	1	1	1	-9	11	0	-6	1
48	Cc1cccc(OCC(=O)Nc2cccc(-c3nnc(-c4ccccc4)o3)c2)c1C
    -5	0.7	0.9	0.9	1	2	31	8	-14	0.9
49	c1ccc(-n2nnnc2Oc2ccc(-n3ccnc3)cc2)cc1
    -8	1	1	1.1	1.1	1	-3	12	-12	0.9
50	O=C1c2ccccc2-c2cccc(C(=O)N3CCCCCC3)c21
    3	1	1.1	1.1	1	-4	-2	0	0	1
51	O=C(Oc1cccc([N+](=O)[O-])c1)c1cc(-c2ccccc2)nc2ccccc12
    -4	0.9	1	1	1	-2	11	7	4	0.9
52	CC(=O)c1c(C(C)=O)c(C)n(-c2nc(-c3ccc(Br)cc3)c(C)s2)c1C
    -4	0.9	1	1	1	29	6	19	-15	0.8
53	O=C(Nc1cccc2ccccc12)N1CCN(Cc2ccc3c(c2)OCO3)CC1
    0	1.1	0.9	0.9	1	25	-12	17	-18	0.8
54	COc1ccc(NC(=O)c2c(C)nn(Cc3ccccc3)c2Cl)cc1S(=O)(=O)N1CCOCC1
    -2	1	1	1	1	9	-5	1	-2	1
55	Cc1ccc(C2CCN(C(=S)NC3CCCCC3)C2)cc1 (configuration not stated)
    -4	1	0.9	0.8	1	2	-2	18	-15	0.8
56	O=C(NCc1ccccc1)NCC12CC3CC(CC(C3)C1)C2
    -6	1	1	1	1.1	18	-1	8	-15	0.9
57	O=C(CN1C(=O)NC(Cc2c[nH]c3ccccc23)C1=O)Nc1cccc(S(=O)(=O)N2CCCC2)c1 (configuration not stated)
    -3	1.1	1	1	1	5	-15	0	-15	1
58	CCC(=O)NC(=S)Nc1cccc(NC(=O)c2ccc(Cl)cc2Cl)c1
    4	1	0.8	0.9	1	-6	0	13	-4	0.9
59	CCCC(c1nnnn1C(C)(C)C)N1CCN(C(=O)c2ccco2)CC1 (configuration not stated)
    -6	1.2	1.1	1	1.1	-3	-20	9	-7	0.9
60	Cc1nc(NC(=O)/C=C/c2ccccc2)sc1C(=O)Nc1ccccc1
    1	1	0.9	1	1	-5	-2	0	-4	1
61	COc1ccc(Cn2c(-c3ccc(OC)cc3)nc3c(c(=O)c4ccccc4n3C)c2=O)cc1
    1	0.3	1	1	1	11	/	0	-1	1
62	CCOC(=O)CC(C)(C)/C(C)=N/Nc1ccc([N+](=O)[O-])cc1[N+](=O)[O-]
    9	1	1	0.9	0.9	3	-2	10	1	0.9
